EPAC2 ag: EPAC2 (human) agonism. AID 720711. Q8WZA2. Potency, µM (highest dose often 154 µM), inactives show at the highest dose activation, usual class: activators. hit rate 0.079% among 360,000. EPAC2 activation, biochemical qHTS; response scale: 100% = 6.5 mM cAMP response; note: potency is the fitted concentration of half-maximal effect; nearly all actives have a fitted effect of over 50% in size
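qHTS, titration series. 100 nM EPAC2 / 250 nM Rap1B-BODIPY-GDP / 50 uM GDP; RT; ex 480/em 540 nm, 5-min reads to 30 min. Norm. to 6.5 mM cAMP = activation.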
EPAC1 agonist: activates human EPAC1 exchange factor. O95398. EPAC1 agonist qHTS, biochemical assay; response scale: 100% = response to 6.5 mM cAMP. Potency, µM (highest dose often 154 µM), for the others: at the top dose activation, usual class: activators. hit rate 0.073% among 360,000. AID 720707; note: potency is the fitted concentration of half-maximal effect; nearly all actives have a fitted effect of over 60% in size
Target sequence (O95398 whole entry, looked up): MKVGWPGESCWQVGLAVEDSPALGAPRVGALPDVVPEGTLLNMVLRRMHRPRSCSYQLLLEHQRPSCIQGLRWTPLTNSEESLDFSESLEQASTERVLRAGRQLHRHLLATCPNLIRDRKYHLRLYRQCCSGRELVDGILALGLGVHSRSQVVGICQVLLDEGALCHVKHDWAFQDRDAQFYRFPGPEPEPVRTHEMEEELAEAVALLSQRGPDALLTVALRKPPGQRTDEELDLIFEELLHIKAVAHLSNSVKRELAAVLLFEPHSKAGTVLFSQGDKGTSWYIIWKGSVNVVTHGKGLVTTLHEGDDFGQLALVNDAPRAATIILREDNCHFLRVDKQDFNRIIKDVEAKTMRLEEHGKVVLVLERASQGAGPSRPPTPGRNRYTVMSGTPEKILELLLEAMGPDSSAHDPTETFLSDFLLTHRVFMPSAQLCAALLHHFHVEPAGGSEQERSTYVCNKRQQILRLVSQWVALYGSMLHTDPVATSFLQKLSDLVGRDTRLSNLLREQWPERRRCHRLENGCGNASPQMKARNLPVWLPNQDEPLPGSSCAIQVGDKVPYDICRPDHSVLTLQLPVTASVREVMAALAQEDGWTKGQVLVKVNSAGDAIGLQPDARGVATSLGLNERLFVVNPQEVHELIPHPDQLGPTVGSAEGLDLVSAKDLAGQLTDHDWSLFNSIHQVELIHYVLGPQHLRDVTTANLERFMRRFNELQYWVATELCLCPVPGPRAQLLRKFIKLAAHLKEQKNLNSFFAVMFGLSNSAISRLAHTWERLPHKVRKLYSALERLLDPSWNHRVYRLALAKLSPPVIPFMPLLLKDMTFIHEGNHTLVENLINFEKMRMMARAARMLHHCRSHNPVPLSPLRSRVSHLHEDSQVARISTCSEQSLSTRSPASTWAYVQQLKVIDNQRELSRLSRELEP
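Nucleotide exchange by EPAC1 (100 nM) on Rap1B–BODIPY-GDP (250 nM) in the presence of 50 uM GDP is tracked fluorescently at 480/540 nm over 30 min. Signals are normalized to a 6.5 mM cAMP control.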
WRN inhibitor: blocks human WRN helicase; AID 651768; hit rate 0.46% among 360,000; WRN helicase unwinding, fluorescent forked duplex, kinetic; Potency, µM (titrated, usually from 114 µM), without a hit: at the highest dose activity change, negative = inhibition, actives largely listed as inhibitors; Q14191; note: potency is the fitted concentration of half-maximal effect; % is set by controls: 0 for no effect and ±100 for the full control effect; nearly all actives have a fitted effect of over 55% in size
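Enzyme (20 nM final) and test compound sit together 15 min at room temperature before substrate addition. Substrate is a single-forked duplex oligonucleotide (100 nM) labelled with fluorophore and quencher, with 2 mM ATP; helicase unwinding raises red fluorescence, read kinetically.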
EPAC1 antagonist: antagonists of human EPAC1; EPAC1 GEF assay, Rap1b-BODIPY-GDP exchange fluorescence; Potency, µM (series often up to 115 µM), for the others: at the highest dose activity change, negative = inhibition, usual class: inhibitors; hit rate 0.14% among 360,000; AID 720709;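 note: potency is the fitted concentration of half-maximal effect; plate controls were vehicle for no effect and positive control for full effect; nearly all actives have a fitted effect of over 50% in size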
IL2 activator: activators of IL-2; activation, % (series mostly up to about 46 µM); IL-2 activation reporter assay, cell-based qHTS; stimulated with anti-CD3/CD4/CD28 beads; in transgenic mouse T cells; hit rate 0.065% among 360,000; AID 652025; in the data active = activation above about 50%; inconclusive = mostly about 30% to 49%; note: 0% is about no effect
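First, unstimulated transgenic mouse T cells were exposed to compound for 60 min. Next, anti-CD3/anti-CD4-coated beads with anti-CD28 were added. Finally, after 18 h at 37 degrees C, EGFP and DsRed were imaged.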
PLK1 PBD inh: blocks phosphopeptide binding to human PLK1 polo-box domain | Potency, µM, without a hit: max response, negative = inhibition, usual class: inhibitors | Plk1 PBD binding of FITC phosphopeptide, fluorescence polarization | hit rate 2.8% among 360,000 | P53350; note: potency is the fitted concentration of half-maximal effect; series mostly up to about 57 µM; % is set by controls: 0 for no effect and ±100 for the full control effect; nearly all actives have a fitted effect of over 65% in size
PI5P4K alpha inh: blocks human PI5P4K alpha kinase activity; P48426; PI5P4Kalpha enzyme, ADP-Glo luminescence, 60 min; active compounds read low; max response, %; AID 652105; hit rate 1.2% among 330,000; active = max response of -50% or lower; inconclusive = between -30% and -50%; inactive = -30% or higher; note: value at the top dose of about 77 µM; % is set by controls: 0 for no effect and ±100 for the full control effect
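Quantitative HTS of the MLSMR library against PI5P4Kalpha with substrate. ATP added last at 5 microM final; room temperature, 60 minutes. Remaining ATP depleted, ADP converted and read as luminescence.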
CCT chaperon mod: changes cytosolic chaperonin activity | purified chaperonin ATPase assay, HTRF ADP detection, 30 min | activity change, % (no concentration beside the values), hits read low | hit rate 0.3% among 360,000 | AID 651819; in the data active = activity change below about -30%; note: % is set by controls: 0 for no effect and ±100 for the full control effect
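We incubate TRiC, 40 or 20 nM final, with library compounds at 76 uM and 10 uM ATP for 30 min at 37 °C. ADP formed is detected with Transcreener HTRF reagents after 30 min at room temperature.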
The depositor's hits bear a star; ? = inconclusive; nt = not tested or not shown; [ ] = another dose, or the depositor's remark. Unless noted, calls come from the whole dose curve; as a rule, active = well fitted curve in the direction sought with a large enough effect; inconclusive = small, poorly fitted or top-dose-only effect, or another doubt; inactive = no such curve, though single readings can be large; an effect the other way counts as inactive or inconclusive. These rows are one share of the data, so the mix of outcomes need not match the whole.

SMILES | EPAC2 ag | EPAC1 agonist | WRN inhibitor | EPAC1 antagonist | IL2 activator | PLK1 PBD inh | PI5P4K alpha inh | CCT chaperon mod
CCC1CCCCN1C(=O)CCC(=O)Nc1nnc(C(F)(F)F)s1 (configuration not stated) | -3% | -5% | -8% | 8% | -0.9 | -4% | 5 | 1.5
CC1CCN(c2ccc3nnc(CCC(=O)NC(C)C)n3n2)CC1 | 12% | 7% | -15% | -17% | -2.4 | 2% | 1 | -2.5
COc1ccc2[nH]cc(CCNC(=O)C3CCCO3)c2c1 (configuration not stated) | 8% | 12% | 0% | 0% | -1.1 | ? | -7 | -1.4
CCOC(=O)C(C)N1N=C(/C=C/c2ccc(C)cc2)CCC1=O (configuration not stated) | -1% | 12% | -6% | -1% | -2.6 | -6% | nt | -2.8
COc1ccc(/C(C)=N/NC(=O)CNC(=O)c2cccnc2)cc1OC | 12% | 0% | 3% | -4% | 0.3 | -8% | 2 | -0.7
CN(CCC#N)C(=S)NC(=O)c1ccc(S(=O)(=O)N2CCOCC2)cc1 | 6% | -3% | -9% | -2% | -1.1 | ? | ? | -25
C=CCN(c1ccccc1)S(=O)(=O)c1cccc(C(=O)NCC(c2cccs2)N2CCOCC2)c1 (configuration not stated) | -2% | 9% | -8% | -25% | 0.1 | 3% | 12 | 1.1
CC(=O)C1=C(C)NC(=O)NC1c1cccc([N+](=O)[O-])c1O (configuration not stated) | 16% | -1% | 5% | 10% | 1.2 | -15% | -29 | -3.6
Cc1ccc2nc(SCC(=O)Nc3ccc(F)c([N+](=O)[O-])c3)[nH]c2c1 | 15% | 7% | -12% | -15% | -0.6 | -11% | 1 | -3.5
CC(C)Oc1ccc(C(=O)OCC(=O)NC(=O)NC2CCCC2)cc1 | 22% | 9% | -3% | -12% | 0.2 | -8% | 3 | -7.0
CS(=O)(=O)Nc1ccc(C(=O)Nc2ccc(S(=O)(=O)N3CCCC3)cc2)cc1 | 8% | 8% | -5% | 2% | 0.7 | ? | 3 | 2.6
NC(=O)c1cccc(CC(=O)c2ccccc2)c1 | 3% | -1% | 0% | -9% | -0.8 | 5% | 1 | -1.1
CCc1nc(N2CCCCC2)c2oc3ccccc3c2n1 | 11% | 14% | -12% | -26% | -2.2 | -4% | nt | 1.5
Oc1cc(O)c(CN2CCOCC2)cc1CN1CCOCC1 | 0% | -5% | -32% | 9% | -4.2 | ? | 4 | -4.2
O=C(COC(=O)c1ccc[nH]c1=O)NCCC1=CCCCC1 | 1% | 0% | 3% | 7% | -0.3 | 0% | -3 | 0.3
CC(C)C(NC(=O)c1ccccc1F)C(=O)NCC(c1ccco1)N1CCCCC1 (configuration not stated) | -7% | 4% | -18% | 6% | -0.7 | 0% | 4 | -1.6
COC(=O)c1nn(-c2ccccc2)c2nnc(Cc3ccc(C)cc3)c(=O)n12 | 0% | -6% | -6% | -4% | -0.4 | 8% | -4 | -6.9
Cc1ccc(C(=O)OCC(=O)NC2CCCCCCC2)cc1C | 12% | -1% | 4% | -1% | -0.4 | -1% | 2 | 0.3
Cc1ccc(CSc2nnc(-c3ccc(S(=O)(=O)N4CCCC4)cc3)o2)cc1 | -8% | 0% | 12% | -13% | -0.3 | -4% | nt | -0.2
COc1ccc(COc2ccccc2C(N)=O)cc1F | 0% | -2% | 7% | -6% | -2.3 | 1% | 0 | 3.3

Next section, overlapping the part above by four compounds.
SMILES | EPAC2 ag | EPAC1 agonist | WRN inhibitor | EPAC1 antagonist | IL2 activator | PLK1 PBD inh | PI5P4K alpha inh | CCT chaperon mod
COC(=O)c1nn(-c2ccccc2)c2nnc(Cc3ccc(C)cc3)c(=O)n12 | 0% | -6% | -6% | -4% | -0.4 | 8% | -4 | -6.9
Cc1ccc(C(=O)OCC(=O)NC2CCCCCCC2)cc1C | 12% | -1% | 4% | -1% | -0.4 | -1% | 2 | 0.3
Cc1ccc(CSc2nnc(-c3ccc(S(=O)(=O)N4CCCC4)cc3)o2)cc1 | -8% | 0% | 12% | -13% | -0.3 | -4% | nt | -0.2
COc1ccc(COc2ccccc2C(N)=O)cc1F | 0% | -2% | 7% | -6% | -2.3 | 1% | 0 | 3.3
O=C(CSc1nnc2scc(-c3ccccc3)n12)NCc1ccco1 | 6% | 7% | -8% | 2% | 1.8 | 5% | -8 | -0.4
CCCN=C1N(CC)C[C@@H]2[C@@H]3C(=O)N(C)C(=O)[C@@H]3[C@](C)(C(=O)OC)N12 | 3% | -15% | 0% | 18% | -0.1 | -12% | -4 | 1.8
CCOC(=O)C1CCCN(C(=O)c2cccc(S(=O)(=O)N(C)c3ccc(OC)cc3)c2)C1 (configuration not stated) | -4% | -13% | -2% | 2% | -3.3 | -8% | 5 | -0.5
CS(=O)(=O)c1ccc(Cl)c(NC(=O)COC(=O)CCc2c[nH]c3ccccc23)c1 | 7% | 5% | -4% | 10% | -3.9 | -5% | 5 | 1.5
COc1ccc(C(=O)NCCNc2nc3cc(C)cc(C)c3cc2C#N)nc1 | 2% | 6% | 6% | 18% | -0.6 | -4% | 3 | nt
Cc1ccc(NNC(=O)c2c(F)cccc2Cl)cc1Cl | 13% | 8% | -8% | -16% | -3.5 | -8% | -1 | 2.0
O=C(CSc1nc2ccsc2c(=O)n1Cc1ccccc1)NCc1ccco1 | -7% | -3% | -3% | -8% | -2.3 | -3% | nt | -0.6
N#CCN(N=Nc1ccccc1)c1ccccc1 | 10% | 4% | -9%[57.1 µM] | 4% | 1.7 | -7% | 0 | -0.4
Cc1cc2cc(CNC(=S)Nc3ccc(OC(F)(F)F)cc3)ccc2[nH]1 | 5% | -3% | -9% | 16% | 0.0 | 2% | -13 | -1.3
CCOP(=O)(OCC)c1nc(/C=C/c2ccccc2)oc1NCc1ccc(OC)cc1 | 9% | 19% | -8% | 0% | -2.4 | -5% | nt | 4.4
COc1ccc(Nc2nc(C)nc3c2nnn3Cc2ccccc2)cc1OC | 6% | -7% | 5% | -5% | 0.8 | 3% | 0 | -2.5
CCCNC(=O)C(Cc1cccc(C#N)c1)NC(=O)c1ccc(C#N)cc1 (configuration not stated) | 7% | -14% | 9% | 1% | -0.3 | -17% | -1 | -3.2
Cc1ccccc1OCC(O)CN(Cc1ccccc1O)C1CCCCC1 (configuration not stated) | -1% | -3% | -5%[57.1 µM] | ? | -2.2 | 7% | 8 | 0.2
COc1cc(OC)cc(-c2c(-c3ccc(F)cc3)c3cc(-c4cnc(OC)nc4)ccc3n2C)c1 | 9% | 6% | 8% | -4% | 0.7 | 0% | -4 | -1.1
COCCN(C(=O)CSc1nn(-c2ccc(F)cc2)c(=S)s1)c1c(N)n(CC(C)C)c(=O)[nH]c1=O | -2% | -21% | -20% | -10% | 0.0 | -5% | 0 | -19
CC(C)c1ccc(C(=O)NN2C(=O)C3CCCCC3C2=O)cc1 (configuration not stated) | 2% | -2% | -10%[57.1 µM] | 16% | 0.5 | 1% | -4 | -1.9
COc1ccc(CC(=O)Nc2cc(C)on2)cc1 | 2% | 1% | 12% | -5% | -0.1 | -6% | nt | 0.4
O=C(CN1CCCCCC1)Nc1ccc(F)c(F)c1 | 1% | -3% | 10% | -5% | -0.4 | -1% | 1 | -3.2
CC(C)(C)OC(=O)C[C@@H]1C/C=C\C[C@H](CC(=O)N(CCO)Cc2ccccc2)C(=O)N[C@@H](c2ccccc2)COC1=O | 1% | 5% | -1% | 10% | -0.6 | 4% | -2 | 1.6
CCN(C(=O)CSc1cc(C)c2cccc(C)c2n1)C1CCS(=O)(=O)C1 (configuration not stated) | 7% | 23% | -10% | 3% | 0.1 | -9% | -4 | -0.6
CC1(C(O)(C#CC[N+]2(C)CCCCC2)c2ccccc2)CCCC1 (configuration not stated) | 7% | -8% | -13% | -15% | 2.5 | -29% | -1 | 0.0
Cn1cccc1C(=O)OCC(=O)Nc1cccc(S(=O)(=O)N2CCOCC2)c1 | 7% | 9% | 3% | 3% | -2.0 | -8% | -11 | -2.7
CC1(C(=O)OCC(=O)NCCNC(=O)COC(=O)C2(C)CC2(Cl)Cl)CC1(Cl)Cl (configuration not stated) | 0% | -4% | -28% | -14% | -2.6 | -4% | 9 | -3.6
COc1ccc(S(=O)(=O)N2CCN(C(=O)Cc3ccsc3)CC2)cc1 | -1% | -7% | -3% | -4% | -0.1 | 0% | -3 | -0.5
CCOC(=S)NC(=O)c1sc2ccccc2c1Cl | 3% | 14% | -2% | -2% | -1.5 | ? | nt | 0.2
CCOc1ccc(NC(=O)CSc2nnc(-c3ccccn3)n2C)cc1 | 6% | 0% | 3% | -24% | -1.0 | -2% | nt | -8.5
COc1ccc(S(=O)(=O)N(CC(=O)N2CCN(C)CC2)C2CCCCC2)cc1OC | -1% | -7% | 8% | 4% | 0.6 | -4% | -4 | -3.5
Cn1c(=O)c2c(nc(NCC3CCCO3)n2Cc2ccccc2)n(C)c1=O (configuration not stated) | -1% | -5% | 1% | -1% | 0.6 | -11% | -6 | -0.7
CCOc1ccc(-c2c(C(=O)N/N=C/c3cccs3)nnn2-c2nonc2N)cc1 | 10% | 3% | -9%[57.1 µM] | -22% | -2.0 | -22% | -2 | -0.9
O=C(Nc1ccc(N2CCCC(O)C2)cc1)c1snc2c(=O)[nH]cnc12 (configuration not stated) | 7% | 4% | -6%[57.1 µM] | 0% | -3.2 | -11% | nt | -4.1
Cc1ccc(S(=O)(=O)N2CCN(C(=O)COC(=O)c3ccc(O)cc3)CC2)c(C)c1 | 5% | -2% | -9% | -10% | 0.4 | 0% | -5 | 1.4
Cc1cc(C(=O)COC(=O)CCC(=O)c2ccc3c(c2)OCCO3)c(C)n1Cc1ccco1 | -5% | 7% | -15% | -8% | 0.4 | -4% | -11 | 0.1
CCOc1ccc(S(=O)(=O)NCCC(=O)OCC(=O)Nc2cc(C)on2)cc1 | 12% | 2% | -7% | -10% | -0.6 | 0% | -2 | -0.4
COc1ccc(-c2sc3cc4c(cc3c2-c2ccc3c(c2)OCCO3)OCO4)cc1 | 8% | 1% | 2% | 2% | 0.8 | -2% | 5 | -0.7
O=C(Nc1ccc(Oc2ccccc2)cc1)C1CC1 | 20% | 12% | -2% | -7% | -0.8 | -4% | -2 | -2.0
S=c1cnc2ccccc2[nH]1 | 3% | -13% | -33% | -2% | -6.1 | 12µM* | -61* | -0.8

High-throughput results (PubChem)
